EPAC1 agonist: activates human EPAC1 exchange factor | O95398 | EPAC1 agonist qHTS, biochemical assay; response scale: 100% = response to 6.5 mM cAMP | Potency, µM (top dose mostly 154 µM), without a hit: top-dose activation, most hits filed as activators | 0.073% of 360,000 active; note: potency is the fitted concentration of half-maximal effect; nearly all actives have a fitted effect of over 60% in size
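Nucleotide exchange by EPAC1 (100 nM) on Rap1B–BODIPY-GDP (250 nM) in the presence of 50 uM GDP is tracked fluorescently at 480/540 nm over 30 min. Signals are normalized to a 6.5 mM cAMP control.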
GLP-1R inv ag: GLP-1 receptor (human) inverse agonism; HEK293 GLP-1R CRE-luciferase, luminescence, 24 h; GLP-1R form is constitutively active; AID 624417; 1.6% of 410,000 active; Potency, µM (highest dose often 38.3 µM), without a hit: at the top dose activity change, negative = inhibition, most hits filed as inhibitors; note: potency is the fitted concentration of half-maximal effect; % is set by controls: 0 for no effect and ±100 for the full control effect; nearly all actives have a fitted effect of over 55% in size
Target sequence (P43220 whole entry, looked up): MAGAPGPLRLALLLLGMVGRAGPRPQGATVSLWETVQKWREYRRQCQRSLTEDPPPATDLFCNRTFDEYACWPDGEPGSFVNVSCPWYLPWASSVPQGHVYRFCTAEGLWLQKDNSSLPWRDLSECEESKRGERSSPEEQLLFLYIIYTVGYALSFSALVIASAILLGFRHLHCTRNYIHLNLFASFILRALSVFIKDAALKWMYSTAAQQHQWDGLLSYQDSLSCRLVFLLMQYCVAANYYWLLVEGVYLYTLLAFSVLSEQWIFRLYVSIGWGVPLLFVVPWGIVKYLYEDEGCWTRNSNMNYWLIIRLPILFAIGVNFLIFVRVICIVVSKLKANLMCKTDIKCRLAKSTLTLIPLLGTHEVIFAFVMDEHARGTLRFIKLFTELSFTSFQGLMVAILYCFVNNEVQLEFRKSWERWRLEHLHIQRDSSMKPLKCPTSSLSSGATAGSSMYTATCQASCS
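Inverse agonism was detected as reduced cAMP-driven luciferase luminescence after 24 h compound treatment. The cells were HEK293 clones expressing constitutively active human GLP-1R with the reporter. Reporter-only and GPR119 cell lines served as counterscreen controls.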
PLK1 PBD block: blocks phosphopeptide binding to human PLK1 polo-box domain; Plk1 PBD binding of FITC phosphopeptide, fluorescence polarization; Potency, µM, inactives show max response, negative = inhibition, usual class: inhibitors; 2.8% of 360,000 active; note: potency is the fitted concentration of half-maximal effect; series mostly up to about 57 µM; % is set by controls: 0 for no effect and ±100 for the full control effect; nearly all actives have a fitted effect of over 65% in size
Target sequence (P53350 whole entry, looked up, the tested form may be a part): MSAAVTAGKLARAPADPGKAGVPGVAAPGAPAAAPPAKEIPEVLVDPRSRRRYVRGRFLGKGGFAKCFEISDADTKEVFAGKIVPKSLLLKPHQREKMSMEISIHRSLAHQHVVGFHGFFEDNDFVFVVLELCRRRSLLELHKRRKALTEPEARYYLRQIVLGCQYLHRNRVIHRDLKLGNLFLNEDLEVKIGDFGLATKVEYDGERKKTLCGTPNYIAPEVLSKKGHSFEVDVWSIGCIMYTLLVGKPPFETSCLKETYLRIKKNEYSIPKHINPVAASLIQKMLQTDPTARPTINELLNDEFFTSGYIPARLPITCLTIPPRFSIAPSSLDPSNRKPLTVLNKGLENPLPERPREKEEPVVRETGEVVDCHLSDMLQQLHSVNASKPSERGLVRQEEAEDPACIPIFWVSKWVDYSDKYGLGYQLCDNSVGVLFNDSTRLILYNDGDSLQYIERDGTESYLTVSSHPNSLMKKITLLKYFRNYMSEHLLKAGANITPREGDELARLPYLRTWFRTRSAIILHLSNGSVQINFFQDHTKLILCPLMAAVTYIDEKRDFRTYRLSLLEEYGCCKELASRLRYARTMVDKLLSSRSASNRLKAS
HEK293 tox: cytotoxicity in counter-screen for GLP-1R inverse agonists | HEK293 cAMP-luciferase reporter cells, luminescence, 24 h | Potency, µM (titrated, usually from 38.3 µM), inactives show at the top dose activity change, negative = inhibition, most hits filed as inhibitors | 0.13% of 410,000 active | AID 624418;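 note: loss of luciferase light is scored as toxicity; potency is the fitted concentration of half-maximal effect; % is set by controls: 0 for no effect and ±100 for the full control effect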
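Here, cytotoxicity is scored as loss of luminescence. The MLSMR collection was tested on cells seeded in medium containing 10% Nu serum, with a 24 hr compound exposure preceded by 12 hours of culture.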
GLP1R ag: agonists of human GLP-1 receptor; P43220; HEK293 GLP-1R CRE-luciferase, luminescence, 4-6 h; cells express a hypersensitive GLP-1R form; Potency, µM (series often up to 45.6 µM), for inactives: top-dose activation, actives largely listed as activators; 0.007% of 380,000 active; AID 624172; note: potency is the fitted concentration of half-maximal effect; % of control where 0% means no effect
PI5P4K alpha inh: inhibitors of human PI5P4K alpha. PI5P4Kalpha enzyme, ADP-Glo luminescence, 60 min; stronger effect = lower value. max response, %. 1.2% of 330,000 active; active = max response of -50% or lower; inconclusive = between -30% and -50%; inactive = -30% or higher; note: value at the top dose of about 77 µM; % is set by controls: 0 for no effect and ±100 for the full control effect
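Controls without substrate or without enzyme flank wells where PI5P4Kalpha converts substrate using 5 microM ATP (final). Incubation lasts 60 minutes at room temperature; ADP formed is read by ADP-Glo luminescence.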
EPAC1 antagonist: blocks human EPAC1 exchange factor; O95398; EPAC1 GEF assay, Rap1b-BODIPY-GDP exchange fluorescence; Potency, µM (highest dose often 115 µM), for the others: at the highest dose activity change, negative = inhibition, most hits filed as inhibitors; 0.14% of 360,000 active;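 note: potency is the fitted concentration of half-maximal effect; plate controls were vehicle for no effect and positive control for full effect; nearly all actives have a fitted effect of over 50% in size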
PTHR1 ag: activates the human parathyroid hormone receptor PTHR1 | Q03431 | HEK293 GP2 PTHR1 cells, GloSensor cAMP luminescence, 1 h | Potency, µM (doses to about 115 µM), inactives show at the highest dose activation, actives largely listed as activators | 0.075% of 410,000 active; note: potency is the fitted concentration of half-maximal effect; nearly all actives have a fitted effect of over 55% in size; some results filed as inactive show a strong effect at the top dose; inactives centre near -15; many of its hits are not listed in these tables
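HEK-293-derived GP2 cells expressing PTHR1 and a GloSensor cAMP reporter, 3,000/well, plated overnight, given luciferin plus IBMX (each 0.5 mM as added) for 1 h at 37 °C, then compound for 1 h at 37 °C. Luminescence was read after 15 min at room temperature.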
IL-2 act: activates IL-2 in a cell-based reporter assay. IL-2 activation reporter assay, cell-based qHTS; stimulated with anti-CD3/CD4/CD28 beads; in transgenic mouse T cells. activation, % (series mostly up to about 46 µM). 0.065% of 360,000 active; in the data active = activation above about 50%; inconclusive = mostly about 30% to 49%; note: 0% is about no effect
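Screening format: compound pinned onto unstimulated transgenic mouse T cells, 60 min incubation, then anti-CD3/anti-CD4/anti-CD28 bead stimulation for 18 hours at 37 degrees C, followed by EGFP and DsRed detection.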
An asterisk follows results filed as active; i = inactive; ? = inconclusive; · = not tested or not shown; & = joins results of further samples; [ ] = remark or other dose. Unless noted, calls come from the whole dose curve; as a rule, active = well fitted curve in the direction sought with a large enough effect; inconclusive = small, poorly fitted or top-dose-only effect, or another doubt; inactive = no such curve, though single readings can be large; an effect the other way counts as inactive or inconclusive. A portion of the library; the hit share may differ from the screen's.

SMILES	EPAC1 agonist	GLP-1R inv ag	PLK1 PBD block	HEK293 tox	GLP1R ag	PI5P4K alpha inh	EPAC1 antagonist	PTHR1 ag	IL-2 act
CC[N+]1(C)CCC(=C2c3ccccc3CC(=O)c3sccc32)CC1 (stereo not drawn)	2%	0%	-6%	5%	-2%	·	0%	-8%[57.5 µM]	-0.1
COc1cc(SC#N)ccc1N=Cc1c(C)[nH]n(-c2ccc(Cl)cc2)c1=O	-8%	-14%	?	2%	-19%	-13	-15%	24%	2.6
O=S(=O)(Nc1ccc(N2CCOCC2)cc1)c1ccc2ccccc2c1	14%	17%	-7%	0%	1%	4	-24%	-3%	0.1
O=C(Nc1cccc2ccccc12)c1ccc2sc([C@H]3C[C@H](O)[C@@H](CO)O3)nc2c1	5%	0%	-14%	-11%	11%	-3	-7%	-17%	0.5
CCN1CCN(S(=O)(=O)c2ccc(Cl)c(C(=O)N(CC)Cc3ccccc3)c2)CC1	-4%	-13%	2%	16%	4%	-2	4%	-4%	-3.7
CSCC[C@H](NC(=O)c1cccs1)C(=O)N1CCC2(CC1)NCCc1[nH]cnc12	7%	-21%	-4%	-9%	0%	-1	0%	i	-2.9
O=C(Nc1ccc(-c2ccc3nncn3n2)cc1)c1ccc(Br)o1	3%	21%	-10%	-3%	10%	-6	?	-2%	0.5
Cc1cccc(C(=O)N[C@H](C(=O)OCC(=O)NC2CCS(=O)(=O)C2)C(C)C)c1 (stereo partly drawn)	4%	18%	-7%	10%	0%	6	-26%	-11%	-3.0
CCn1c(O)c(N=NC(=O)CNC(=O)c2ccccc2F)c2ccccc21	2%	14%	-2%	-8%	13%	3	12%	i	-1.3
O=[N+]([O-])c1cccc2ccc(/C=C/c3ccc(C(F)(F)F)cc3)nc12	-8%	-26%	-4%	-4%	-11%	8	-15%	i	-0.5
COCCN(C(=S)Nc1ccc(OC)c(Cl)c1)C1CCN(C(C)=O)CC1	-1%	-2%	?	-11%	8%	-7	-2%	-22%	-1.9
CCOC(=O)C1CCN(C(=O)CN2C(=O)NC(C)(c3ccc4cc(OC)ccc4c3)C2=O)CC1 (stereo not drawn)	-2%	-6%	1%	3%	12%	0	4%	-29%	-0.6
Cc1cc(C)n2nc(C(=O)OCCOc3cccc(Br)c3)nc2n1	3%	6%	-12%	80%[activator]	0%	5	0%	-14%[57.5 µM]	-1.1
CN(/N=C/c1cc(Cl)cc(Cl)c1O)C(=S)NC(C)(C)C	-3%	?	?	187%[activator]	2%	10	-17%	-38%[inhibitor]	0.5
COc1ccc(C(=O)CSc2nnc(CN3CCCCC3)n2-c2ccc(F)cc2)cc1OC	3%	?	-16%	4%	9%	-3	-23%	i	3.6
CC1(C(=O)N2CCCCC2)CCN1C(=O)Cc1ccc(-c2ccccc2)cc1 (stereo not drawn)	1%	?	-11%	-17%	1%	5	-21%	-29%	-0.8
CCOC(=O)c1cccc(NC(=O)C2CCN(c3ncnc4c3nc3n4CCCCC3)CC2)c1	13%	-10%	-5%	1%	2%	0	-5%	i	-0.5
COc1cccc(Nc2nc(N)nc(-c3oc4ccccc4c3C)n2)c1	6%	0%	0%	-9%	15%	·	-12%	-21%	-4.2
O=C(CN1C(=O)NC(c2ccccc2)(c2ccccc2)C1=O)N1CCOCC1	2%	12%	4%	3%	-3%	-4	24%	-24%	0.1
O=C(c1cc(-c2ccc(O)cc2)on1)N1CCCc2ccccc21	-14%	-15%	-4%	-18%	6%	-6	?	-5%	-1.6
Cc1ccc(S(=O)(=O)NNC(=O)c2cccs2)c(C)c1	-8%	-5%	2%	-6%	0%	3	5%	-5%	-0.6
Cc1ccc(Sc2c([N+](=O)[O-])c(=O)n(C)c3ccccc23)cc1	16%	-26%	?	-6%	2%	9	15%	-50%[inhibitor]	-1.1
O=C(CSc1nnc(-c2ccccc2)n1-c1ccccc1)N1c2ccccc2Sc2ccccc21	5%	0%	1%&-3%	-4%	-17%	·	7%	-24%[57.5 µM]	-1.4
COc1cccc(OC)c1C(=O)Nc1nc(COc2ccccc2)cs1	-3%	2%	-1%	-13%	-5%	2	-18%	-41%[inhibitor]	-4.1
Cn1c(=O)c2cc(S(=O)(=O)N3CCN(c4cccc(C(F)(F)F)c4)CC3)ccc2n(C)c1=O	-5%	4%	-1%	-3%	-3%	0	13%	i	2.1
O=C(O)Cn1c2c(c3ccccc31)CSc1ccc(Cl)cc1-2	-4%	0%	13µM*	3%	-3%	-18	15%	i	1.2
CN(/C=C/C(=C/C=[N+](C)c1ccccc1)OCCCS(=O)(=O)[O-])c1ccccc1	1%	24%	45%[activator]	4%	-2%	-3	25%	6%	-0.4
CC(Sc1nnc(-c2ccco2)n1C)C(=O)N1C(C)CCCC1C (stereo not drawn)	-8%	7%	-3%	1%	-12%	-3	12%	-23%	-1.0
C#CCOCCOCCOCCNc1nc(N2CCN(C(=O)[C@H](CCC(=O)O)n3cc(CN)nn3)CC2)nc(N2CCN(C(=O)[C@H](CCCN=C(N)N)n3cc(C(N)[C@@H](C)CC)nn3)CC2)n1 (stereo partly drawn)	3%	10%	-1%	3%	-2%	0	4%	-40%[inhibitor]	-0.6
Cc1c(Br)c([N+](=O)[O-])nn1CC(=O)NCc1ccccn1	0%	3%	-3%	-7%	-13%	·	2%	i	-3.1

Only HEK293 tox and GLP1R ag, for some of the entries so far:
Structure	HEK293 tox	GLP1R ag
Cn1c(=O)c2cc(S(=O)(=O)N3CCN(c4cccc(C(F)(F)F)c4)CC3)ccc2n(C)c1=O	-3%	-3%
O=C(O)Cn1c2c(c3ccccc31)CSc1ccc(Cl)cc1-2	3%	-3%
CN(/C=C/C(=C/C=[N+](C)c1ccccc1)OCCCS(=O)(=O)[O-])c1ccccc1	4%	-2%
CC(Sc1nnc(-c2ccco2)n1C)C(=O)N1C(C)CCCC1C (stereo not drawn)	1%	-12%

Next compounds
SMILES	EPAC1 agonist	GLP-1R inv ag	PLK1 PBD block	HEK293 tox	GLP1R ag	PI5P4K alpha inh	EPAC1 antagonist	PTHR1 ag	IL-2 act
CC(C)Oc1ccc(C(=O)NCC(=O)OCC(=O)N(C)Cc2cccs2)cc1	-3%	-2%	-1%	-6%	2%	2	5%	-22%	-1.7
Cc1ccc([C@H]2C[C@H](n3cc(COC(=O)c4ccccc4)nn3)[C@@H](O)CN2C(=O)C2CCCCC2)cc1	-11%	?	-2%	0%	9%	5	3%	-3%	2.1
Cc1ccc(C(=O)N/C(=C/c2ccc(Cl)cc2)C(=O)N2CCOCC2)cc1	2%	?	-7%	2%	11%	0	4%	?	0.8
CC(C(=O)Nc1ccccc1-c1ccccc1)N1CCN(Cc2ccccc2)CC1 (stereo not drawn)	3%	?	17µM*	5%	24%	-6	-1%	i	-2.8
Nc1ccc(/C=C/c2ccc3ncccc3c2)cc1	4%	-15%	-3%	53%[activator]	13%	2	3%	-24%	-0.2
C[C@@H]1[C@H]2CCCC[C@H]2CN(C(=O)OC(C)(C)C)[C@@H]1CC(=O)c1ccccc1	-3%	?	-19%	-5%	7%	-3	-15%	-18%	-0.9
C/C(=N\NC(N)=S)C1=CCC2C3CC[C@H]4CC(O)CC[C@]4(C)C3CC[C@]12C (stereo partly drawn)	-12%	?	17µM*	-13%	19%	-19	0%	-40%[inhibitor]	0.0
COc1ccccc1CCNC(=O)C(=O)NCC1OCCN1S(=O)(=O)c1ccc(Cl)cc1 (stereo not drawn)	-1%	-25%	-12%	1%	0%	3	-8%	-50%[inhibitor]	-4.6
C/C(=N\Nc1ccc(C(=O)O)cc1)c1ccc(Br)cc1	7%	?	-26%	-19%	-11%	-3	-13%	-49%[inhibitor]	0.1
CN1CCC2(CC1)C1CN(C)CC=C1C(C#N)=C(N)C2(C#N)C#N (stereo not drawn)	?	-19%&15%	?	-24%&-14%	-2%&-5%	-5	9%&-7%	-20%	6.6&0.9
COc1ccc(OC)c(-c2c3cc(O)c(=O)cc-3oc3cc(O)c(O)cc23)c1	?	?	2.1µM*	?	-1%	-101*	211%[activator]	i	-5.6
COc1ccc(CCNC(=O)CCn2c(=O)c3ccccc3n(CC(=O)Nc3cccc(C)c3)c2=O)cc1OC	·	-16%	·	5%	1%	·	·	-24%	·
CCOc1ccc(C(C)=O)cc1CN1C(=O)NC2(CCCCCC2)C1=O	-26%	54%[activator]	-11%	4%	16%	5	-2%	i	1.4
CC(C)c1ccc(C(=O)N2CCCC(c3cc(C(=O)Nc4ccc5c(c4)OCO5)no3)C2)cc1 (stereo not drawn)	-3%	9%	10%	-5%	-1%	-1	-9%	-45%[inhibitor]	-0.4
CC(NC(=O)C(=O)c1cn(CC(=O)N2CCCC2)c2ccccc12)c1ccccc1 (stereo not drawn)	-6%	?	1%	-24%	-3%	2	9%	i	-2.6
COc1ccc(CC(=O)N/N=C/c2cccs2)cc1OC	12%	4%	4%	1%	0%	-2	9%	i	-0.3
N#C/C(=C/c1cccn1-c1cccc(C(=O)O)c1)c1ccc(Cl)cc1	-9%	-5%	30µM*	-23%	1%	-20	-12%	-21%	0.7
COc1ccc(Cl)cc1NC(=O)CN(C)CC(=O)Nc1cc(OC)c(OC)c(OC)c1	4%	-44%	5%	-17%	8%	0	7%	i	-4.2
CCOC(=O)C1=C(C(=O)OCC)N(CC)CCC1=O	-7%	12%	?	5%	-1%	3	-20%	i	0.5
CCNc1nc(SCC(=O)OC)nc(N2CCOCC2)n1	13%	61%[activator]	-14%	1%	5%	0	-15%	i	0.1
N#CCC(=O)N/N=C/c1cn(Cc2ccc3ccccc3c2)c2ccccc12	1%	?	1%	?	8%	3	12%	i	-2.8
CCN(CC(=O)N1CCc2ccccc2C1)S(=O)(=O)c1ccc2ccccc2c1	6%	-8%	-7%	4%	-3%	·	-4%	8%[57.5 µM]	-2.0

Records above that bear a hit mark in PI5P4K alpha inh:
| Structure | PLK1 PBD block | GLP1R ag | PI5P4K alpha inh | EPAC1 antagonist | PTHR1 ag | IL-2 act |
| --- | --- | --- | --- | --- | --- | --- |
| COc1ccc(OC)c(-c2c3cc(O)c(=O)cc-3oc3cc(O)c(O)cc23)c1 | 2.1µM* | -1% | -101* | 211%[activator] | i | -5.6 |
